Compound activity (PubChem BioAssay)
TPT1 inhibitor – blocks Candida albicans tRNA 2'-phosphotransferase | recombinant caTPT1, FP RNA substrate dephosphorylation | inhibition, % at 5 µM | 0.81% of 300,000 active;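 active = inhibition above the mean of all tested compounds plus 3 SD, set per screening campaign, cut at about 24% in these data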;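 also: plate controls were DMSO alone for no effect and ferristatin control at 100 nM for full effect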
HCV core dimer – blocks dimerization of HCV core protein | 0.33% of 300,000 active | inhibition, % at 5 µM | TR-FRET GST/Flag-core106 dimerization, 1536-well;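 active = inhibition above the mean of all tested compounds plus 3 SD, set per screening campaign, cut at about 45% in these data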
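assay system = GST-tagged and Flag-tagged HCV core protein residues 1-106 | controls = unlabelled core106 and no-GST-core106 wells | incubation = compound-protein-antibody incubation 4 h at 22.5 °C | probe or stimulus = Eu donor and XL665 acceptor anti-tag antibodies | read-out = % inhibition based on acceptor/donor emission ratio | signal = TR-FRET 671 and 617 nm emission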
PP1 inh – PP1-alpha (human) inhibition in PP5 counter-screen; purified PP1alpha, OMFP fluorescence; inhibition, % at 6.7 µM; 0.9% of 320,000 active;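 active = inhibition above the mean inhibition of all tested compounds plus 3 SD, computed separately for each screening campaign, cut at about 15% in these data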
Target sequence (P62136 whole entry, looked up): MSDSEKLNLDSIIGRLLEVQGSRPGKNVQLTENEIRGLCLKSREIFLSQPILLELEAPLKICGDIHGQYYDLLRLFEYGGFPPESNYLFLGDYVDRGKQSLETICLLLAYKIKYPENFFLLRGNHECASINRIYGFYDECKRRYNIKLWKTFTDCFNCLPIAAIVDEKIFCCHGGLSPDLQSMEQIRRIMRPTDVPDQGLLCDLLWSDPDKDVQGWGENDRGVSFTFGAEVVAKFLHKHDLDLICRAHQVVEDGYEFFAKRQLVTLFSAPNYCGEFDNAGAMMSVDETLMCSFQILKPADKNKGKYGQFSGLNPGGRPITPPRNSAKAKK
Fh CTSL1 inh – blocks F. hepatica cathepsin L1 in PFM18AAP counter-screen | recombinant F. hepatica cathepsin L1, Z-Leu-Arg-MCA fluorescence | inhibition, % at 5.96 µM | 0.49% of 300,000 active;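 active = inhibition above the mean of all tested compounds plus 3 SD, set per screening campaign, cut at about 17% in these data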;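 also: 0% = plate median of test compound wells and 100% = 1 µM Z-Phe-Ala-diazomethylketone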
ZTA counter – blocks Epstein-Barr virus ZTA, an EBNA-1 counter-screen. P03206. ZTA-DNA binding, fluorescence polarization. inhibition, % at 11 µM. 0.15% of 320,000 active; in the data active = inhibition above about 33%
Target sequence (P03206 whole entry, looked up): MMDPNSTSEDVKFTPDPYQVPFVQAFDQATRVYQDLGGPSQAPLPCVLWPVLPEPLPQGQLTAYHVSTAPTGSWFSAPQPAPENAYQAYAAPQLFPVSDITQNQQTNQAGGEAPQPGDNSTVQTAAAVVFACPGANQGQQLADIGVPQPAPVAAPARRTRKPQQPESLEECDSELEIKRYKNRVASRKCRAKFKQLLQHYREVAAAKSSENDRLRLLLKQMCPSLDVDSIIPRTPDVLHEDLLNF
Yeast superoxide – yeast age-related superoxide inhibition as caloric restriction mimetic. S. cerevisiae aged cells, superoxide DHE fluorescence; hits give low values. superoxide response (% of plate mean), % at 10 µM. 0.18% of 330,000 active;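 active = superoxide response under a set limit, about three screen SD below normal, cut at about 65% in these data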;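 also: yeast aged for seven days with compound at 30 °C before DHE staining; 100% = average MFI of all compound-treated wells on the plate with controls excluded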
EBNA-1 inhibitor – blocks EBNA-1 binding to DNA | AID 1950 | 0.34% of 300,000 active | EBNA-1 DNA binding, fluorescence polarization | inhibition, % at 14.8 µM; in the data active = inhibition above about 28%
PP5 primary – PP5 (human) phosphatase inhibition | purified PP5c, OMFP substrate fluorescence | inhibition, % at 6.7 µM | 0.18% of 320,000 active | AID 1987;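 active = inhibition above the campaign's mean inhibition across all tested compounds plus 3 SD, cut at about 9.5% in these data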;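 also: 0% = DMSO only and 100% = 100 µM cantharidin control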
JMJD2C inh – inhibitors of human GASC-1 (JMJD2C) demethylase; inhibition, % at 2.35 µM; 0.069% of 330,000 active; GST-JMJD2C(1-420) H3K9me3 demethylation, DELFIA europium;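 active = more than half of a compound's replicate wells show inhibition beyond 50%, single wells judged on their own value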;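 also: signal counts dimethyl H3K9 product captured on neutravidin plate; 0% = median of DMSO wells and 100% = 0.3 times that DMSO median; strong numbers were not always called active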
Target sequence (Q9H3R0 1-420 limits assumed): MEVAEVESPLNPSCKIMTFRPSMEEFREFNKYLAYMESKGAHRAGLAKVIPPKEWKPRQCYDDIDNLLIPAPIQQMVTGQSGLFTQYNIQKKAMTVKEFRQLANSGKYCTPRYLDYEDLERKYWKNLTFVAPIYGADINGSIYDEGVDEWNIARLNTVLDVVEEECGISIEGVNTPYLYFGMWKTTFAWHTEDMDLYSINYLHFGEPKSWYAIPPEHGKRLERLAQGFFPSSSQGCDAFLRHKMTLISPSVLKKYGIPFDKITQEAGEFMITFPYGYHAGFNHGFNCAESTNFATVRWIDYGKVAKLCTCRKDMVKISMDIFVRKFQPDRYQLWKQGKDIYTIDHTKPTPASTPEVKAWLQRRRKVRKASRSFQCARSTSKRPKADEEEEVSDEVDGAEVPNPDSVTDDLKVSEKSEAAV
* hit, by the source's call; i = inactive; . = not tested or not shown; & = joins results of further samples.

Key to letters – A = TPT1 inhibitor; B = HCV core dimer; C = PP1 inh; D = Fh CTSL1 inh; E = ZTA counter; F = Yeast superoxide; G = EBNA-1 inhibitor; H = PP5 primary; I = JMJD2C inh
Cc1nnc(-c2cnn(C)c2N)n1CCCN1CCOCC1
  A: -1	B: -2	C: -3	D: 0	E: -13	F: 113	G: -5	H: -0.9	I: -4
CN(C)CCNC(=O)c1scc2c1CCCC2
  A: 1	B: -2	C: -1	D: -5	E: -4	F: 100	G: -1	H: -1.2	I: 5
CCOC(=O)c1c(C)n(CC(O)CN(C)C)c2cc(Br)c(OC)cc12 (centres undefined)
  A: -3	B: -5	C: 3	D: -1	E: 1	F: 98	G: -3	H: 2.3	I: 5
Cc1ccc(S(=O)(=O)NCCn2nc(C)nc2C)cc1
  A: -3	B: -6	C: -2	D: 0	E: -9	F: 100	G: 3	H: -0.9	I: 4
COc1cc(S(=O)(=O)Nc2ccccc2C(=O)N2CCCCC2)ccc1NC(C)=O
  A: .	B: .	C: -4	D: .	E: 10	F: 98	G: .	H: -2.6	I: -8
O=C(Nc1ccc(CN2CCCCC2)cc1)Nc1ccccc1Cl
  A: 0	B: 7	C: -6	D: 3	E: -12	F: 83	G: 1	H: 2.4	I: -2
Cc1cc(=O)oc2cc(OCC(=O)NCCc3ccccc3)ccc12
  A: -5	B: -11	C: 4	D: 4	E: -19	F: 105	G: -4	H: 2.7	I: -10
O=C(Oc1cccc(OC(=O)N2CCCCC2)c1)N1CCCCC1
  A: -5	B: 0	C: -1	D: 2	E: -12	F: 110	G: -1	H: -1.6	I: 2
O=C(NNC(=O)c1ccccc1-n1cccc1)c1ccc(F)cc1
  A: 2	B: -5	C: 1	D: -6	E: -2	F: 109	G: -4	H: -5.6	I: -8
Fc1ccccc1-c1n[nH]c(=S)n1Cc1ccccc1
  A: -1	B: -2	C: -2	D: 0	E: 2	F: i	G: 10	H: -2.2	I: 11
CC(NC(=O)/C(C#N)=C/c1cn[nH]c1-c1ccccc1)c1ccccc1 (centres undefined)
  A: -1	B: -5	C: 5	D: 8	E: 15	F: 93	G: 2	H: 1.1	I: -13
CC(Oc1ccccc1)c1ccnn1S(C)(=O)=O (centres undefined)
  A: 1	B: 2	C: 0	D: -2	E: -6	F: 102	G: -4	H: 6.9	I: 16
O=C1NC(=Nc2cccc(O)c2)S/C1=C\c1cccc([N+](=O)[O-])c1
  A: -1	B: 9	C: 17*	D: 1	E: 17	F: 132	G: 15	H: 1.4	I: 21
O=C(NCCc1cccc(F)c1)C1CCC(=O)N(CCCc2ccccc2)C1 (centres undefined)
  A: -3	B: -5	C: -1	D: 0	E: -8	F: 95	G: 6	H: 0.0	I: -3
COc1ccc(-c2[nH]ncc2CN(C)C(C)c2cccs2)c(F)c1 (centres undefined)
  A: -1	B: 1	C: -2	D: 1	E: 7	F: 100	G: 6	H: 0.8	I: -4
CN(C)C(=O)CSc1nnc(-c2ccc(S(=O)(=O)N3CCCC3)cc2)n1C
  A: 0	B: 7	C: -1	D: 6	E: 6	F: 104	G: 5	H: 3.4	I: 1
Cc1noc(C(=O)Nc2c(C)nn(Cc3ccccc3)c2C)c1Cl
  A: 1	B: -1	C: -1	D: -3	E: 1	F: 109	G: 9	H: 3.7	I: -13
Cc1nn(CC2CC2)c(=O)n1-c1ccccc1
  A: -2	B: -6	C: -3	D: 1	E: 6	F: 70	G: 12	H: 0.1	I: -1
Cc1nnc(SCC(=O)Nc2ccc(C(N)=O)cc2)n1-c1ccccc1
  A: 3	B: -3	C: -1	D: -1	E: 16	F: 91	G: 2	H: 1.1	I: -33
CC(=O)Nc1ccc(NC(=O)C(C)OC(=O)C2(c3ccc(Cl)cc3)CCCC2)cc1 (centres undefined)
  A: 1	B: -4	C: -2	D: -3	E: 5	F: 104	G: -6	H: 3.4	I: 2
CCCCC(=O)NC(c1ccc(OC)c(OC)c1)c1c(O)ccc2ccccc12 (centres undefined)
  A: -1	B: 2	C: -2	D: -1	E: -2	F: 87	G: -5	H: 2.3	I: 3
COc1ccc(S(=O)(=O)N2CCN(CC(=O)Nc3cc(OC)cc(OC)c3)CC2)cc1
  A: 1	B: 11	C: -2	D: 6	E: 17	F: 95	G: 6	H: 0.9	I: 8
O=C1CC(N2CCN(Cc3ccccc3)CC2)C(=O)N1CCc1ccccc1 (centres undefined)
  A: -4	B: 1	C: -2	D: -2	E: 2	F: 87	G: 4	H: -1.0	I: 0
CC(c1nnc(SCC(=O)N(C)C2CCS(=O)(=O)C2)n1-c1ccccc1)N(C)C (centres undefined)
  A: .	B: .	C: 0	D: .	E: -3	F: 108	G: .	H: 1.2	I: 2
COc1ccc(NC(=O)C2CCN(S(C)(=O)=O)CC2)cc1
  A: -2	B: -1	C: -2	D: -2	E: 6	F: 91	G: 0	H: 1.7	I: -4
COc1ccc(CCNC(=O)C(C)c2ccc([N+](=O)[O-])cc2)cc1 (centres undefined)
  A: -3	B: 2	C: -2	D: -1	E: -2	F: 98	G: 8	H: 0.4	I: -2
Cc1nn(Cc2ccccc2Cl)c(C)c1NC(=O)Cn1nc([N+](=O)[O-])c(Cl)c1C
  A: 0	B: 1	C: -1	D: -2	E: -7	F: 100	G: -10	H: 3.8	I: 11
Cc1ccc2oc(C(=O)Nc3nnc(CC(C)C)s3)c(C)c2c1
  A: 0	B: 4	C: -3	D: 2	E: -5	F: 98	G: -2	H: 0.4	I: -10
CC1CN(C(=O)CCc2ccccc2)C(C)CN1C(=O)CCc1ccccc1 (centres undefined)
  A: -29	B: 3	C: -2	D: -1	E: 16	F: 90	G: 5	H: 0.0	I: 3
Cc1ccc(C)c(OCC(=O)N2CCN(C(=O)c3ccco3)CC2)c1
  A: -2	B: 3	C: -1	D: 2	E: 6	F: 93	G: 14	H: 1.1	I: 6
CS(=O)(=O)c1cccc(NC(=O)C2CC2)c1
  A: -1	B: -4	C: -1	D: 1	E: -4	F: 87	G: 7	H: -0.3	I: 2
O=C(Nc1ccc2c(c1)OCCO2)c1cnc2n(c1=O)CCS2
  A: -4	B: 1	C: 2	D: 3	E: 10	F: 92	G: 7	H: 1.4	I: 4
N#C/C(=C/c1ccc([N+](=O)[O-])cc1)C(N)=O
  A: -4	B: -6	C: -4	D: 6	E: -10	F: 95	G: -5	H: 0.7	I: 6
CCOC(=O)c1nc(Nc2ccc(C(=O)OC)cc2)c2ccccc2n1
  A: 5	B: 5	C: -1	D: 0	E: 14	F: 110	G: 3	H: -0.9	I: 6
Nc1nc2c(ncn2C2C[C@H](O)[C@@H](CO)O2)c(=O)[nH]1 (some centres undefined)
  A: 0	B: 1	C: -5	D: 7	E: 0	F: 94	G: 7	H: 0.7	I: -29
COc1cc2c(cc1OC)C(COc1ccc(F)cc1)NCC2 (centres undefined)
  A: 0	B: 3	C: -3	D: 3	E: 4	F: 98	G: -6	H: 1.2	I: 35
C[C@H]1CCC[C@]2(CC(=O)c3cc(F)ccc3O2)C1
  A: -1	B: -9	C: 2	D: -1	E: -6	F: 103	G: -5	H: 3.9	I: 3
COc1cc(NC(=O)c2c(OC)cccc2OC)ccc1NC(=O)c1cc2ccccc2o1
  A: 1	B: 8	C: -1	D: -3	E: 2	F: 108	G: -8	H: 1.1	I: 5
O=C(COc1cccc2c1CCN(Cc1ccc(Br)cc1)C2=O)N1CCOCC1
  A: 0	B: 0	C: 0	D: 1	E: -10	F: 101	G: 3	H: -2.3	I: 6
CCn1c(Cc2ccccc2)nnc1SCC(=O)Nc1nc2ccccc2s1
  A: 0	B: 10	C: -1	D: 1	E: 13	F: 106	G: 11	H: 2.3	I: 1&6
NC(=O)Oc1cccc(OC(N)=O)c1
  A: 0	B: 3	C: -2	D: -2	E: -13	F: 99	G: -16	H: 2.2	I: -3
CO/N=C/c1ccc(N2CCN(C(=O)c3cccc(Cl)c3)CC2)c([N+](=O)[O-])c1
  A: -4	B: -4	C: 0	D: 4	E: -10	F: 94	G: -4	H: -3.9	I: -3
Cc1ccc(SCCC(=O)NC(C)C)cc1
  A: -1	B: 0	C: 0	D: 0	E: 20	F: 105	G: 14	H: -2.7	I: -4
O=C1CSc2ccc(C(=O)NCCC3=CCCCC3)cc2N1
  A: 3	B: -1	C: -3	D: -4	E: -1	F: 100	G: -8	H: 1.1	I: 3
COc1cccc(CN2CC(C(=O)N(C)CCCC3CCCC3)CCC2=O)c1 (centres undefined)
  A: -4	B: 10	C: -2	D: -2	E: -6	F: 124	G: 1	H: -0.4	I: -1
Cc1cc(C)nc(NS(=O)(=O)c2ccc(NC(=O)CSc3ncn[nH]3)cc2)n1
  A: 0	B: 0	C: -2	D: -3	E: 5	F: 98	G: 2	H: 0.0	I: 12
CC(=O)c1ccc(NC(=O)COC(=O)c2ccccc2Nc2ccccc2)cc1
  A: 3	B: 3	C: -4	D: 0	E: 5	F: 95	G: 5	H: 1.4	I: -17
O=C(CN1CCCCC1)N1CCCc2c1c(=O)oc1ccc(OCc3ccccc3)cc21
  A: -2	B: 5	C: -1	D: -7	E: 0	F: 129	G: -2	H: 2.3	I: 1

A draw from above in order of SMILES length, lowest first:
Key to letters – A = TPT1 inhibitor; B = HCV core dimer; C = PP1 inh; D = Fh CTSL1 inh; E = ZTA counter; F = Yeast superoxide; G = EBNA-1 inhibitor; H = PP5 primary; I = JMJD2C inh
Cc1ccc(SCCC(=O)NC(C)C)cc1
  A: -1	B: 0	C: 0	D: 0	E: 20	F: 105	G: 14	H: -2.7	I: -4
COc1cc2c(cc1OC)C(COc1ccc(F)cc1)NCC2 (centres undefined)
  A: 0	B: 3	C: -3	D: 3	E: 4	F: 98	G: -6	H: 1.2	I: 35
C[C@H]1CCC[C@]2(CC(=O)c3cc(F)ccc3O2)C1
  A: -1	B: -9	C: 2	D: -1	E: -6	F: 103	G: -5	H: 3.9	I: 3
O=C(Nc1ccc2c(c1)OCCO2)c1cnc2n(c1=O)CCS2
  A: -4	B: 1	C: 2	D: 3	E: 10	F: 92	G: 7	H: 1.4	I: 4
CCn1c(Cc2ccccc2)nnc1SCC(=O)Nc1nc2ccccc2s1
  A: 0	B: 10	C: -1	D: 1	E: 13	F: 106	G: 11	H: 2.3	I: 1&6
COc1cccc(CN2CC(C(=O)N(C)CCCC3CCCC3)CCC2=O)c1 (centres undefined)
  A: -4	B: 10	C: -2	D: -2	E: -6	F: 124	G: 1	H: -0.4	I: -1
Nc1nc2c(ncn2C2C[C@H](O)[C@@H](CO)O2)c(=O)[nH]1 (some centres undefined)
  A: 0	B: 1	C: -5	D: 7	E: 0	F: 94	G: 7	H: 0.7	I: -29
Cc1cc(C)nc(NS(=O)(=O)c2ccc(NC(=O)CSc3ncn[nH]3)cc2)n1
  A: 0	B: 0	C: -2	D: -3	E: 5	F: 98	G: 2	H: 0.0	I: 12
Cc1nn(Cc2ccccc2Cl)c(C)c1NC(=O)Cn1nc([N+](=O)[O-])c(Cl)c1C
  A: 0	B: 1	C: -1	D: -2	E: -7	F: 100	G: -10	H: 3.8	I: 11
CO/N=C/c1ccc(N2CCN(C(=O)c3cccc(Cl)c3)CC2)c([N+](=O)[O-])c1
  A: -4	B: -4	C: 0	D: 4	E: -10	F: 94	G: -4	H: -3.9	I: -3

No enrichment for hits, and some 3.1% of all compounds hit somewhere here.
